FLuc modulator = counter-screen for miR-21 project: firefly luciferase inhibitors or activators | AID 588342 | P08659 | 6.9% of 360,000 active | Potency, µM (doses to about 57.5 µM), without a hit: at the highest dose activity change, negative = inhibition, hits mostly inhibitors | purified FLuc, Km substrates, luminescence inhibition; active = well fitted inhibition curve with a large enough effect; inconclusive = small, poorly fitted or top-dose-only effect;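 note: plate controls were vehicle for no effect and reference inhibitor for full effect; nearly all actives have a fitted effect of over 55% in size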
Target sequence (P08659 whole entry, looked up): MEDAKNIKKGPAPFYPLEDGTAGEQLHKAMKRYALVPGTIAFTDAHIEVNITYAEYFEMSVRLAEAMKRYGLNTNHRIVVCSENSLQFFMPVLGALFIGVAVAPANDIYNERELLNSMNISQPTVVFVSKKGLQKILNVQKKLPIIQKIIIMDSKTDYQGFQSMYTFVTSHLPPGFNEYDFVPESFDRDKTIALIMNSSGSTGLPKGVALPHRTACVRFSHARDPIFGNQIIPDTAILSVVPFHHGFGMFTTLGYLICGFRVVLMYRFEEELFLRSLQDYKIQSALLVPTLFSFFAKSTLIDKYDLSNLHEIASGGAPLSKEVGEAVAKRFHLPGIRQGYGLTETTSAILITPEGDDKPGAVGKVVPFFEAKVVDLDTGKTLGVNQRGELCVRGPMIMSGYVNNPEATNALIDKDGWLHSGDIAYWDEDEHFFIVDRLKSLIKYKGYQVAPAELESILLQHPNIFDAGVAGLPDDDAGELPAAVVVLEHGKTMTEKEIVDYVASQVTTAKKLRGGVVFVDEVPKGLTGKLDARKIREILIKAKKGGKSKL
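Biochemical qHTS of compounds, final roughly 60 µM downward over six points, against 10 nM purified firefly luciferase using Km concentrations of substrates (10 uM D-luciferin, 10 uM ATP) in Tris acetate pH 7.5 buffer; luminescence output.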
Active calls of the source: *; ? = inconclusive. Potency is the fitted concentration of half-maximal effect. A portion of the library; rates above refer to the full screens.

no. | Molecule | FLuc modulator
1 | O=S(=O)(Nc1cccc(-c2ccc(N3CCCCCC3)nn2)c1)c1ccccc1 | 7.6µM*
2 | CCCOc1ccc(C(=O)Nc2ccc3oc(-c4cccc(Cl)c4Cl)nc3c2)cc1 | -4%
3 | COc1cc(OC)cc(C(=O)Nc2ccc3oc(-c4ccccc4C)nc3c2)c1 | -15%
4 | O=C(c1ccc(F)cc1)c1cn(Cc2ccccc2)c2cc3c(cc2c1=O)OCO3 | -5%
5 | COc1ccc(-c2noc(CCC(=O)Nc3ccccc3Cl)n2)cc1OC | -18%
6 | CC(C)CC(=O)NCC(c1ccc2c(c1)OCO2)N1CCN(c2ccccc2)CC1 (stereo unspecified) | -2%
7 | CCOc1ccc(NC(=O)CCS(=O)(=O)c2ccc3c(c2)n(C)c(=O)c(=O)n3C)cc1 | 0%
8 | O=C(NCCc1ccccc1)c1nnc(Cc2cccc(F)c2)o1 | -20%
9 | O=C(O)c1cccc(NC(=O)c2cccc(S(=O)(=O)Nc3cccc(F)c3)c2)c1 | ?
10 | Cc1ccc(C)c(NC(=O)C2CCN(c3ncnc4c3nc3n4CCCCC3)CC2)c1 | -3%

Reprinted from the part before: five compounds; new compounds follow.
no. | Molecule | FLuc modulator
6 | CC(C)CC(=O)NCC(c1ccc2c(c1)OCO2)N1CCN(c2ccccc2)CC1 (stereo unspecified) | -2%
7 | CCOc1ccc(NC(=O)CCS(=O)(=O)c2ccc3c(c2)n(C)c(=O)c(=O)n3C)cc1 | 0%
8 | O=C(NCCc1ccccc1)c1nnc(Cc2cccc(F)c2)o1 | -20%
9 | O=C(O)c1cccc(NC(=O)c2cccc(S(=O)(=O)Nc3cccc(F)c3)c2)c1 | ?
10 | Cc1ccc(C)c(NC(=O)C2CCN(c3ncnc4c3nc3n4CCCCC3)CC2)c1 | -3%
11 | COc1ccc(Br)c2c1-c1nc(NC(=O)c3cccc(C)c3)sc1C2 | -8%
12 | Cc1ccnc(NS(=O)(=O)c2ccc(NC(=O)c3nc(SC(C)C)ncc3Cl)cc2)n1 | ?
13 | Cc1noc(Cn2c(=O)c3ccccc3n(CC(=O)Nc3cc(Cl)ccc3C)c2=O)n1 | -2%
14 | COc1ccc(-n2nnc(-c3nc(-c4ccccc4C)no3)c2N)cc1Cl | -4%
15 | O=C(NCc1ccc(Cl)cc1)c1cc(-c2ccc(F)cc2)on1 | 2%
16 | CC(C)OCCCn1c(=O)c2ccccc2n2c(-c3ccccc3)nnc12 | 4%
17 | Cc1cc(Cl)ccc1NC(=O)CCS(=O)(=O)c1ccc2c(c1)CC(C)N2C(=O)C1CC1 (stereo unspecified) | -1%
18 | CC(C)CC(=O)Nc1ccc(C(=O)OCc2cc(=O)n3nc(C4CCCCC4)sc3n2)cc1 | 1%
19 | CCCN1C(=O)c2[nH]nc(-c3ccccc3O)c2C1c1cccc(OCc2ccccc2)c1 (stereo unspecified) | 3%
20 | Cc1ccc(C2c3c(-c4cc(C)ccc4O)n[nH]c3C(=O)N2Cc2ccco2)cc1 (stereo unspecified) | -12%
21 | O=C(C1CCCCC1)N(Cc1cccnc1)c1nc2c(F)cccc2s1 | -9%
22 | Cc1nc2ccc(S(=O)(=O)CCC(=O)Nc3ccc(Cl)cc3)cc2s1 | -1%
23 | O=C(Nc1ccc2nn(-c3ccc(F)cc3)nc2c1)c1cccc2c(Cl)cccc12 | -3%
24 | O=C(CSc1ncc(-c2ccccc2)[nH]1)Nc1ccc(F)cc1F | ?
25 | CCOc1ccc2nc(NC(=O)c3nc(SC)ncc3Cl)sc2c1 | -2%
26 | CCOC(=O)C1CCCN(S(=O)(=O)c2ccc(N3CCCCS3(=O)=O)cc2)C1 (stereo unspecified) | 1%
27 | CCOc1ccc(-c2cc(OC(=O)c3ccccc3)c3c(C)oc(C)c3c(=O)c2)cc1 | -15%
28 | COC(=O)c1ccc([C@H]2Nc3ccc(S(=O)(=O)Nc4ccc(C)cc4)cc3[C@H]3C=CC[C@H]32)cc1 | ?
29 | CCC1CN(C(=O)N2CCC(C(=O)NCc3ccccc3F)CC2)c2ccccc2O1 (stereo unspecified) | 0%
30 | COCCn1c(CCC(=O)Nc2cc(C)ccc2C)nc2cccnc21 | -1%
31 | CCOc1ccccc1CNC(=O)c1ccc2c(c1)nc1n2CCC(C)C1 (stereo unspecified) | -7%
32 | CCn1c(C)c(C)c2cc(C(=O)NCc3cccc(C)c3)ccc21 | -4%
33 | COc1ccc(-c2onc(C)c2C)cc1S(=O)(=O)NCc1cccs1 | 2%
34 | NC(=O)C1CCN(c2nc(-c3ccc([N+](=O)[O-])cc3)cs2)CC1 | 1%
35 | Cc1ccccc1CN1C(=O)c2ccccc2Sc2ccc(C(=O)NCCc3ccccc3)cc21 | -4%
36 | CCOC(=O)C1CCN(C(=O)C2COc3ccccc3C2)CC1 (stereo unspecified) | -4%
37 | O=C(CCC(=O)c1ccccc1)Nc1ccc(F)c(Cl)c1 | -4%
38 | Cn1c(NCCN)nc2c1c(=O)n(Cc1ccccc1)c(=O)n2C | -4%
39 | CCN1CCN(c2cc(C)c3cc(NC(=O)c4cc(Br)ccc4Cl)ccc3n2)CC1 | 2%
40 | COC(=O)c1c(-c2cccs2)csc1NC(=O)c1ccc(C(C)(C)C)cc1 | ?
41 | CCOC(=O)c1ccccc1NS(=O)(=O)c1ccc(N2CCCCS2(=O)=O)cc1 | -2%
42 | COc1cccc2c1Oc1ncccc1N(C(=O)Nc1ccc(F)c(Cl)c1)C2 | 5%
43 | CC(C)(C)OC(=O)N1CCC(c2c(C(=O)NCCc3ccsc3)cnn2-c2ccc(F)cc2F)CC1 | -7%
44 | CCCCCSc1nnc2c(n1)OC(CC)Nc1ccc(Br)cc1-2 (stereo unspecified) | ?
45 | Cc1ccc(Nc2nc3ccccc3nc2-n2nc(C)cc2C)c(Cl)c1 | -2%
46 | Cc1nn(-c2ccccc2)c2sc(C(=O)Nc3ccc(Cl)cc3Cl)cc12 | -7%
47 | Cn1c(SCC(=O)Nc2ccccc2)nnc1-c1ccccc1 | -5%
48 | O=C(COc1ccc(Cl)cc1)NCC(c1ccco1)S(=O)(=O)c1ccc(Cl)cc1 (stereo unspecified) | -11%
49 | COC(=O)c1cnc(N2CCN(c3ccc(OC)cc3)CC2)c2ccccc12 | -10%
50 | CCCOc1ccc(OC(=O)c2ccc(-c3ccc(CCC)cn3)cc2)cc1 | 0%
51 | COc1ccc(OC)c(CNS(=O)(=O)c2ccc3c(c2)CCCN3C(C)=O)c1 | -6%
52 | CCOC(=O)c1sc(N2C(=O)c3oc4ccc(C)cc4c(=O)c3C2c2ccccc2F)nc1C (stereo unspecified) | 2%
53 | Cc1cc(-c2ccc(C)c(S(=O)(=O)NC3CCCCC3)c2)on1 | -9%
54 | O=C(Nc1ccc(C(=O)N2CCN(c3ccc(F)cc3)CC2)cc1)c1nsc2ccccc12 | 7.6µM*
55 | COc1ccc(NC(=O)c2oc3ccccc3c2NC(=O)c2cc(=O)c3c(C)cc(C)cc3o2)cc1 | 5%
56 | CCS(=O)(=O)c1ncc(Cl)c(C(=O)N2CCN(c3ccc(OC)cc3)CC2)n1 | -6%
57 | CC1Cc2cc(S(=O)(=O)NCc3ccc(F)cc3)ccc2N1C(=O)C1CCC1 (stereo unspecified) | -9%
58 | COc1ccccc1-c1nc(S(=O)(=O)c2ccc(Cl)cc2)c(N2CCCCCC2)o1 | 4%
59 | Cc1ccc(NC(=O)C2CCCN(S(=O)(=O)c3cccs3)C2)c(C)c1 (stereo unspecified) | -16%
60 | Cc1ccccc1CN1C(=O)c2ccccc2S(=O)c2ccc(C(=O)NCc3ccc(Cl)cc3)cc21 (stereo unspecified) | -2%

(next part)
no. | Molecule | FLuc modulator
61 | CCOc1ccc(CCNC(=O)c2cnc3c(-c4ccc(F)cc4)c(C)nn3c2C)cc1OCC | 4%
62 | C=Cc1ccc(Cn2c(C)c(CNCc3ccccc3C)c(C(=O)O)c2C)cc1 | -7%
63 | O=C(CSc1nc2ccccc2nc1Cc1ccccc1)N1CCCc2ccccc21 | 1%
64 | CCOc1cccc(CNC(=O)c2ccc(N3CCCC3)c(NC(=O)Nc3ccccc3CC)c2)c1 | 1%
65 | CC1CCN(C(=O)CSc2nc(-c3ccccc3)no2)CC1 | ?
66 | COc1ccc(OC)c(S(=O)(=O)Nc2cc3c(cc2C)n(C)c(=O)c(=O)n3C)c1 | -2%
67 | CCC(=O)N1CCc2cc(S(=O)(=O)NCCC(=O)Nc3ccc(OC)c(OC)c3)ccc21 | -2%
68 | Cc1ccc(S(=O)(=O)c2nc(-c3ccco3)oc2SCc2ccc(F)cc2)cc1 | -13%
69 | CNC(=O)C1CCN(Cc2cc3ccccc3n2Cc2ccccc2C)CC1 | -2%
70 | COc1ccc(C(=O)Nc2nnc(S(=O)(=O)N(C)c3ccc(C)cc3)s2)cc1 | ?
71 | CCNC(=O)c1ccc2c(c1)sc1nc(-c3cccc(OC)c3)cn12 | -8%
72 | CCN(Cc1ccccc1)C(=O)c1cc2ccc3cccnc3c2[nH]1 | 9.5µM*
73 | COc1ccc(C2=NC(C)(C)N(CC(=O)Nc3ccc(F)c(F)c3)C2=O)cc1 | -2%
74 | Cc1cc(C)n2nc(CNC(=O)c3cccc(Cl)c3)nc2n1 | -5%
75 | CCCc1ccc(S(=O)(=O)N2CCC(c3nnnn3-c3ccc(OC)cc3)CC2)cc1 | -5%
76 | COc1cccc(C(c2sc3nc(-c4ccco4)nn3c2O)N2CCC(O)CC2)c1 (stereo unspecified) | -5%
77 | CCc1ccc(C2C(C(=O)Nc3ccccc3)=C(C)Nc3nc(SCC(=O)c4ccc(C)cc4)nn32)cc1 (stereo unspecified) | -2%
78 | O=C(Nc1ccc(OC(F)(F)F)cc1)C1CCCN(S(=O)(=O)c2ccc(Br)s2)C1 (stereo unspecified) | 1%
79 | COc1cc(C(=O)N2CCc3c([nH]c4ccccc34)C2c2ccccc2)cc(OC)c1OC (stereo unspecified) | -1%
80 | O=C(Nc1cc2c(cc1C(=O)c1ccc(Br)cc1)OCCO2)c1ccc(Cl)cc1 | -2%
81 | COc1ccc(CNC(=O)CCCn2nc(C)c3sc4ccccc4c3c2=O)cc1OC | -20%
82 | CCCCOc1ccc(C(C)NC(=O)CN2C(=O)CSc3ccc(S(=O)(=O)N4CCOCC4)cc32)cc1 (stereo unspecified) | -15%
83 | COc1ccc(Cl)cc1NS(=O)(=O)c1ccc2c(c1)NC(=O)CC(=O)N2 | -1%
84 | Cc1ccc(S(=O)(=O)CC(=O)N2CCN(c3nc4c(F)cccc4s3)CC2)cc1 | -21%
85 | Cc1ccc2c(c1)c(=O)c1ccccc1n2CCCC(=O)Nc1cc(Cl)ccc1C | 3%
86 | CCOC(=O)c1ccccc1NC(=O)c1cc2c(s1)-c1ccccc1SC2 | -1%
87 | Cc1c(C(=O)OC2CCCCCC2)[nH]c2c1C(=O)CC(c1ccccc1Cl)C2 (stereo unspecified) | 1%
88 | Cn1c(=O)oc2cc(S(=O)(=O)NC(Cc3ccccc3)C(=O)Nc3ccc(F)cc3)ccc21 (stereo unspecified) | 0%
89 | CCOc1ccc(-c2nc(Cn3c(=O)cc(C)c4c(C)nn(-c5ccc(C)cc5)c43)c(C)o2)cc1 | 0%
90 | CCCS(=O)(=O)c1c(S(=O)(=O)CCC)c2cc(C(C)(C)C)ccn2c1C(=O)c1ccc(OC)c(OC)c1 | 1%
91 | CCCn1cc(S(=O)(=O)c2ccccc2)c(=O)c2cc(F)c(N3CCCCC3)cc21 | -7%
92 | Cc1ccc(Nc2c(-c3ccccn3)nc3ccc(Br)cn23)cc1 | 0%
93 | CCCCN1C(=O)c2[nH]nc(-c3ccccc3O)c2C1c1cccc(OCc2ccccc2)c1 (stereo unspecified) | 1%
94 | Cc1cccc(NC(=O)N2CCC(CN3CCc4ccccc4C3)CC2)c1C | -1%
95 | CC(C)(C)OC(=O)N1CCC(c2c(C(=O)NCc3ccccn3)cnn2-c2ccccc2)CC1 | -6%
96 | O=C(CC1N=C2c3ccccc3N=C(SCC(=O)Nc3ccc(F)cc3)N2C1=O)NCc1ccc2c(c1)OCO2 (stereo unspecified) | -2%
97 | O=C(NCc1noc2ccccc12)Nc1ccc(F)cc1F | -7%
98 | O=C(CCC1N=C2c3ccccc3N=C(SCc3ccccc3F)N2C1=O)NCc1ccc(F)cc1 (stereo unspecified) | 1%
99 | CCC1Oc2ccc(Cl)cc2N(CC(=O)NCCc2ccc(Cl)cc2)C1=O (stereo unspecified) | 5%
100 | O=C(c1cccn1-c1nnc(N2CCCC2)s1)N1CCN(c2ccc(Cl)cc2)CC1 | -10%

Excerpt: compounds 97 to 100
no. | Molecule | FLuc modulator
97 | O=C(NCc1noc2ccccc12)Nc1ccc(F)cc1F | -7%
98 | O=C(CCC1N=C2c3ccccc3N=C(SCc3ccccc3F)N2C1=O)NCc1ccc(F)cc1 (stereo unspecified) | 1%
99 | CCC1Oc2ccc(Cl)cc2N(CC(=O)NCCc2ccc(Cl)cc2)C1=O (stereo unspecified) | 5%
100 | O=C(c1cccn1-c1nnc(N2CCCC2)s1)N1CCN(c2ccc(Cl)cc2)CC1 | -10%

(listing goes on)
no. | Molecule | FLuc modulator
101 | Cc1nc2ccn(Cc3cccnc3)c(=O)c2cc1C(=O)Nc1ccc(F)cc1F | -3%
102 | CCOC(=O)c1ccccc1NC(=O)N(Cc1ccc(C)cc1)Cc1cccn1-c1nnc(N2CCCC2=O)s1 | -2%
103 | CCC1CN(C(=O)N2CCC(C(=O)NCCc3ccc(OC)cc3OC)CC2)c2cc(C)ccc2O1 (stereo unspecified) | -11%
104 | O=C(CCn1c(=O)c2cccn2c2cccnc21)N1CCN(c2ccc(Cl)cc2)CC1 | 1%
105 | N#Cc1c(C(F)(F)F)cc(-c2cccs2)nc1SCC(=O)Nc1cccc(C(F)(F)F)c1 | 2%
106 | Cc1cc(C)cc(NC(=O)C2CCCN2S(=O)(=O)c2ccc3nc(-c4ccccc4)[nH]c3c2)c1 (stereo unspecified) | -12%
107 | COc1cccc(C(=O)Nc2ccc(C(=O)OCc3cc(=O)n4cc(C)sc4n3)cc2)c1 | -13%
108 | OCCN(CCO)c1ncnc2c1cnn2-c1ccc(F)cc1 | ?

Screening data deposited in PubChem by National Center for Advancing Translational Sciences (NCATS).
